# High-throughput results from PubChem BioAssay.
# OX1R antag-1 = human HCRTR1 antagonism. AID 434989. CHO/OX1R cells, Fluo-8 calcium fluorescence, orexin A. inhibition, % at 5 µM. O43613. hit rate 0.43% among 330,000;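 active means inhibition above its plate's threshold, mean inhibition of all tested compounds on the plate plus 3 SD, cut at about 37% in these data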;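 further: 0% = orexin A challenge wells and 100% = SB-334867-A antagonist wells; not every result past the cut was called active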
# Target sequence (O43613 whole entry, looked up): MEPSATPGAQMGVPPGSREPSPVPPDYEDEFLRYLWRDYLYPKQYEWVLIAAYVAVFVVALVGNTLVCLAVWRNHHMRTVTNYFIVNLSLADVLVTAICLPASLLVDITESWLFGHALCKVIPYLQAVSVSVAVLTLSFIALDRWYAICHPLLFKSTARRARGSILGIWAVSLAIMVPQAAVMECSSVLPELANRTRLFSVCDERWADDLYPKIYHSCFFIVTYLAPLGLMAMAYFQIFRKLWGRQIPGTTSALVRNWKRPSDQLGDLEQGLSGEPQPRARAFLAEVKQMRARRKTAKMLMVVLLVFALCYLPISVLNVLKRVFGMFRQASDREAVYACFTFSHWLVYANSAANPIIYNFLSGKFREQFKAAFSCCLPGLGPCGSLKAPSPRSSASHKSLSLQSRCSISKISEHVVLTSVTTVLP
# CHT allo act = allosterically activates the human high affinity choline transporter. AID 488977. CHT-expressing cells, membrane potential dye, choline EC20; active compounds read high; LV-AA mutant CHT in HEK293 cells. Q9GZV3. hit rate 0.49% among 310,000. B-score at 10 µM;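 active means initial fluorescence not abnormally high and integrated response B-score, plate-corrected, over 3 SD above library mean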
# Target sequence (Q9GZV3 whole entry, looked up): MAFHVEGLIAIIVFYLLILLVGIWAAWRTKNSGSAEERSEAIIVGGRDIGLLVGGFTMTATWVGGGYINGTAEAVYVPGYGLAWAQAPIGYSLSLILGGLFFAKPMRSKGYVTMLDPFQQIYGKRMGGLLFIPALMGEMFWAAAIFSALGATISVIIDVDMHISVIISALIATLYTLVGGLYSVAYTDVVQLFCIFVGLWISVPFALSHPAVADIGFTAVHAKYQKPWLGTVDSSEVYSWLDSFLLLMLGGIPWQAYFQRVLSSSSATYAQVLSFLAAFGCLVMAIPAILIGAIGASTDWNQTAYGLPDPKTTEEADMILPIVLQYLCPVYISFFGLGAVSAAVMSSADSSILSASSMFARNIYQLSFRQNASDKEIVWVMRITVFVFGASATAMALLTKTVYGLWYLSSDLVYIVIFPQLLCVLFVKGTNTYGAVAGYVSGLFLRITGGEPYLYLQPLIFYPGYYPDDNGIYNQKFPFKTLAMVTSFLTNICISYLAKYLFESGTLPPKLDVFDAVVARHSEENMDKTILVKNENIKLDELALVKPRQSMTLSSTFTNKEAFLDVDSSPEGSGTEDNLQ
# OX1R antag-2 = antagonists of human orexin 1 receptor (OX1R); OX1R-expressing cells, FRET antagonist read-out; inhibition, % at 6.6 µM; hit rate 1.8% among 330,000; AID 485270; in the data active means inhibition mostly above about 38%, no sharp cut-off; inactive means mostly below about 40%;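 further: 0% = agonist challenge alone and 100% = reference antagonist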
# * hit, by the source's call; i = inactive; x = no result given.
mol	OX1R antag-1	CHT allo act	OX1R antag-2
O=C(NCCN1CCN(c2ccccc2F)CC1)c1cccn2c(=O)c3ccccc3nc12	-14	i	11
COCCNC(=S)Nc1ccc(N2CCOCC2)c(S(=O)(=O)Nc2ccccc2OC)c1	-6	x	6
Cc1cc(C)c(S(=O)(=O)N2CCOC2CNC(=O)C(=O)NCCN2CCOCC2)c(C)c1 (centres undefined)	-8	i	6
Fc1ccc(Cn2c(SCc3ccc(F)c(C(F)(F)F)c3)nnc2C(F)(F)F)cc1	-13	i	12
O=C(NC(=S)NCC1CCCO1)c1ccc(Br)o1 (centres undefined)	-17	i	31
COc1ccc(C(=O)Nn2c(C)nc3ccccc3c2=O)c(OC)c1	-4	i	-7
Cc1ccc(OCC(=O)NC(C)c2ccccc2)cc1 (centres undefined)	-7	i	9
COc1ccc(CCNC(=O)COC(=O)C2CC2C)cc1 (centres undefined)	-1	x	6
C/C(CC(=O)Nc1cccc(C(F)(F)F)c1)=N\NC(=O)C(=O)NCC(C)C	-27	i	16
Cc1ccc(-c2c[n+](Cc3cccc(Cl)c3)c3n2CCC3)cc1	0	8*	11
Cc1ccn(CCNC(=O)C2CCC(=O)N(Cc3ccc(Cl)cc3)C2)n1 (centres undefined)	-16	i	0
COCc1c(C(=O)N2CCN(Cc3c(F)cccc3Cl)CC2)oc2ccccc12	-24	i	21
CC(OC(=O)C1=COCCO1)C(=O)Nc1ccccc1C#N (centres undefined)	-15	i	24
Cc1cc(N2CCN(c3nc(-c4ccc([N+](=O)[O-])cc4)cs3)CC2)c2ccccc2n1	-29	i	45
Cc1ccc(S(=O)(=O)N2CCOCC2)cc1C(=O)Nc1ccc2c(c1)CCC2	-15	i	18
C=CCNC(=O)c1ccccc1NC(=O)c1ccc(Cl)c(S(=O)(=O)Nc2ccccc2)c1	-21	i	16
Cc1ccnc2nc(C(=O)N3CCN(S(=O)(=O)c4ccccc4)CC3)nn12	-27	i	16
O=C(N/N=C/c1c[nH]c2ccccc12)C1CC1c1ccccc1 (centres undefined)	-1	i	13
O=C(CCCC(=O)OCC1CCCO1)OCC1CCCO1 (centres undefined)	-11	i	17
COc1ccc(N2CCN(C(=O)CN3C(=O)NC4(CCCCCC4)C3=O)CC2)cc1	-2	x	11
Cc1cccc(CSc2cn(CC(=O)N3CCOCC3)c3ccccc23)c1	-25	i	0
O=C(C1CCC1)N1CCc2cc(S(=O)(=O)Nc3ccc4c(c3)OCO4)ccc21	-10	i	14
Cc1c(C(=O)OCC(=O)NCc2ccccc2)oc2ccccc12	-18	i	8
CC1CCC2C(=O)N(c3ccc(Cc4ccncc4)cc3)C(=O)C2C1 (centres undefined)	3	i	19
COc1ccccc1CNC(=O)C(NC(=O)c1ccccc1)C(C)C (centres undefined)	-12	i	7
CC1CCCCN1CCNC(=O)c1ccc2c(c1)N(Cc1ccccc1F)C(=O)c1ccccc1S2=O (centres undefined)	-27	i	26
CC(=O)Nc1cc(-c2nn(CC(=O)N3CCCCC3)c(=O)c3ccccc23)ccc1N1CCOCC1	-21	i	0
CC(=O)Nc1ccc(NC(=O)C(C)OC(=O)CCN=C2NS(=O)(=O)c3ccccc32)cc1 (centres undefined)	-8	i	13
Cc1cc(C(=O)NCc2ccc(F)cc2)c2ccccc2n1	-11	i	6
COc1cccc(C(=O)CN(C(=O)c2ccc(Cl)c(Cl)c2)N2C(=O)c3ccccc3C2=O)c1	-26	i	20
CC(C)C(c1nnnn1Cc1ccccc1)N1CCc2ccccc2C1 (centres undefined)	-30	i	31
C(=N\Nc1nc(Nc2ccccc2)nc(Nc2ccccc2)n1)/c1ccncc1	-35	i	38
COCCCNC(=S)N1CCC(NC(=O)Nc2ccc(C)cc2)CC1	-6	i	9
O=C(Cc1ccccc1)NCC(=O)N/N=C/c1ccc([N+](=O)[O-])s1	-17	i	52*
CCS(=O)(=O)c1ccc2oc(SCC(=O)Nc3ccc(OC)cc3OC)nc2c1	-15	i	17
COc1ccc(-c2sc3cc(OC)c(OC)cc3c2C#CC2(O)CCCCC2)cc1	-31	x	8

# Compound profiles (already shown):
# Profile of `COc1ccccc1CNC(=O)C(NC(=O)c1ccccc1)C(C)C` (centres undefined) → OX1R antag-1: -12; CHT allo act: i; OX1R antag-2: 7
# Profile of `CC(=O)Nc1ccc(NC(=O)C(C)OC(=O)CCN=C2NS(=O)(=O)c3ccccc32)cc1` (centres undefined) → OX1R antag-1: -8; CHT allo act: i; OX1R antag-2: 13

# Carrying on:
mol	OX1R antag-1	CHT allo act	OX1R antag-2
O=C(COc1ccc2c3c(c(=O)oc2c1)CCC3)NCCN1CCOCC1	-5	i	12
Cc1ccc([C@H]2C(C#N)=C(N)Oc3cc(C)oc(=O)c32)o1	0	i	12
O=C(Nc1ccccc1C(=O)NCCCn1ccnc1)c1ccc(Cl)cc1Cl	-27	i	15
O=C(CCNC(=O)Cn1ccc2ccccc2c1=O)NCCCN1CCN(c2ccccc2F)CC1	-9	i	-2
CCC(C)NC(=O)c1ccc2c(c1)N(Cc1ccccc1)C(=O)CS2 (centres undefined)	-29	i	8
CCc1cccc(CC)c1NC(=O)COC(=O)Cc1ccsc1	-14	i	1
COc1ccccc1CNC(=O)c1ccc(N(C)S(=O)(=O)c2ccc(C)cc2)cc1	-72	i	25
CCOC(=O)C1=NN(c2ccccc2)C(=O)/C1=C\c1ccc(N(C)C)cc1	-3	i	73
c1ccc(Cn2nnnc2CN2CCN(Cc3ccc4c(c3)OCO4)CC2)cc1	-9	i	20
COc1ccc(Nc2nc(-c3cccs3)nc3ccccc23)c(OC)c1	-39	8*	12
COc1ccc(Nc2cc(C)nc3nc(C)nn23)cc1Cl	-12	i	12
Cn1c(CC(=O)Nc2ccccc2F)nnc1SCC(=O)NC1CCCCC1	5	i	9
c1ccc(SCc2nc(-c3cccnc3)no2)cc1	-3	i	19
COc1ccc(-n2cnnc2SCC(=O)NC2CCCc3ccccc32)cc1 (centres undefined)	-48	i	10
Cc1ccc(NC(=O)c2ccc(=O)[nH]n2)cc1S(=O)(=O)Nc1ccccc1Cl	0	x	5
COc1ccc(N(C)S(=O)(=O)c2cccc(C(=O)NCc3ccc(C)cc3)c2)cc1	1	x	13
O=C(O)C1Cc2[nH]cnc2C(c2cccc([N+](=O)[O-])c2)N1 (centres undefined)	4	i	38
O=C(Nc1cccc(-c2ccc(N3CCCCC3)nn2)c1)c1ccc(Br)o1	-25	i	13
CCCCN(C)C(=O)C1CCN(Cc2ccc(OCc3ccccc3)cc2)CC1	-14	i	10
O=C(CCN1C(=O)C2C3C=CC(C3)C2C1=O)N1CCN(c2ccccc2Cl)CC1 (centres undefined)	-36	i	-2
CCOC(=O)N1CCC(NC(=O)c2ccc3c(c2)N=C(C)c2c(C)ccc(C)c2S3)CC1	-25	i	3
O=C(O)c1ccc(Cl)c(N2C(=O)Nc3ccccc3N2O)c1	-11	i	14
CCOc1ccc2c(=O)c(Oc3ccccc3)c(C)oc2c1	-37	i	20
Cc1ccc(CNC(=O)CNS(=O)(=O)c2ccc3c(c2)C(C)(C)C(=O)N3C)cc1	-4	i	11

# Entries listed above marked active in OX1R antag-2:
Structure,OX1R antag-1,OX1R antag-2
O=C(Cc1ccccc1)NCC(=O)N/N=C/c1ccc([N+](=O)[O-])s1,-17,52*

# Continued:
mol	OX1R antag-1	CHT allo act	OX1R antag-2
CCOc1ccc(C(C(=O)NCCOC)N(CCOC)C(=O)CCC(=O)Nc2ccccn2)cc1 (centres undefined)	-17	i	19
Cc1cccc(NS(=O)(=O)c2cc(C(=O)OC(C)C(=O)NCc3ccc4c(c3)OCO4)ccc2C)c1 (centres undefined)	4	i	39
O=C1C(Cl)=C(Nc2ccccc2O)C(=O)N1c1ccccc1	-4	i	21
COc1ccc(C2=Nn3c(nnc3-c3ccccc3OC)SC2)cc1OC1CCCC1	-19	x	11
COc1ccc(NC(=O)CSc2nc3ccccc3c(=O)n2CCCO)cn1	11	x	2
CC1=C(C(N)=O)C(c2cccc(OCc3ccccc3)c2)n2nnnc2N1 (centres undefined)	-2	i	22
O=C(CNC(=O)c1ccc(Cl)cc1)N/N=C/C=C/c1ccccc1	-11	i	21
COc1ccccc1C(=O)Nc1ccc(OCC(=O)N2CCCCC2)cc1	-11	x	17
Cc1cc(C)nc(N(C#N)CN2C(=O)c3ccccc3C2=O)n1	3	i	18
COc1ccc(OCC(=O)N/N=C\c2ccco2)cc1	4	i	3
Clc1ccc(CCNc2nc3ccccc3s2)cc1	-29	i	29
CC(=O)Nc1ccc(S(=O)(=O)Nc2ccc(N3CCCCC3)cc2)cc1	-2	x	17

# Further entries follow.
# Results follow in this order: OX1R antag-1	CHT allo act	OX1R antag-2
> COc1ccc(-c2cc(C(=O)OCC(=O)N3CCOCC3)c3ccccc3n2)cc1
    27	x	55*
> Cc1ccccc1S(=O)(=O)Cc1ccc(C(=O)NCCc2ccccc2)o1
    -19	i	4
> O=C(c1sc2ccccc2c1Cl)N(Cc1ccccc1Cl)C1CCS(=O)(=O)C1 (centres undefined)
    -4	i	13
> CCOc1ccc(CCNC(=O)CCc2nc(-c3ccc(OC)cc3)no2)cc1OCC
    -9	i	17
> Cc1cccc(-n2ncc3c(N)ncnc32)c1
    1	i	21
> COc1ccc(-c2onc3ccc(C(C)=O)cc23)cc1
    -22	i	10
> Cc1ccc(CCNC(=O)c2nnn(-c3cccc(C)c3)c2N)cc1
    -21	i	13
> COc1ccc(-c2csc(NCCc3nc4cc(Cl)c(N5CCCCC5)cc4n3CCOCCO)n2)cc1
    -18	i	21
> NC(=O)COC(=O)c1cc([N+](=O)[O-])ccc1NCCO
    -3	i	70
> COC(=O)c1cc(C#N)c(OC)nc1C
    -7	i	28
> CCOC(=O)C1CCN(CCC(=O)Nc2cccc(C)c2)CC1
    -25	i	6
> COc1ccc(Cn2c(=S)[nH]c3ccsc3c2=O)cc1
    4	i	35
> NC(=S)N/N=C/c1ccc(-n2nncc2-c2ccc(Cl)cc2)cc1
    -10	i	10
> O=C1CC(c2ccco2)CC(O)=C1C=NCCN1CCNCC1 (centres undefined)
    -7	i	7
> CCOc1ccc(NC(=O)CN(C)C(=O)Cc2n[nH]c(=O)c3ccccc23)cc1OCC
    8	x	1
> COc1ccc(Cl)cc1N1C(=O)C2CCCN2C1c1ccc(F)cc1 (centres undefined)
    -14	i	3
> CCN=C1S/C(=C\c2cn(CC(=O)NCCOC)c3ccccc23)C(=O)N1CC
    -19	i	14
> O=C(CN1CCOCC1)Nc1cc(C(F)(F)F)ccc1Cl
    -4	i	15
> Nc1cc(OC(=O)c2cccs2)nn1S(=O)(=O)c1ccc(F)cc1
    -25	i	13
> CSc1nnc2ccc(-c3ccccn3)nn12
    3	i	26
> CC(Cc1nnc(SCC(=O)O)n1N)c1ccccc1 (centres undefined)
    -7	i	-9
> CNC(=S)NNC(=O)c1cn(C)nc1C
    -20	i	20
> CC(=O)N1CCc2cc(S(=O)(=O)NCC(=O)NCc3ccc(Cl)cc3)ccc21
    -24	i	7
> CCC1CCCCN1S(=O)(=O)c1ccc2[nH]c(=O)ccc2c1 (centres undefined)
    -17	i	3
> O=[N+]([O-])c1ccc(O)c(N=Cc2sc3ccccc3c2O)c1
    14	i	31
> COc1cc(CC(=O)Oc2ccc3c(c2)OCO3)cc(OC)c1OC
    -15	i	25
> CCOC(=O)C1CN(S(=O)(=O)c2ccc(OC)cc2)c2ccccc2O1 (centres undefined)
    -28	i	-1
> COc1cccc(-c2nn[nH]n2)c1O
    -4	i	13
> Cc1ccc(Nc2c(N)c(=O)oc3ccccc23)cc1
    -10	i	3
> O=C(Nc1cccc(S(=O)(=O)N2CCOCC2)c1)c1cc([N+](=O)[O-])ccc1N1CCOCC1
    -22	i	22
> O=C(Nc1cc2c(cc1Br)OCCCO2)c1cccnc1
    -5	i	-2
> COc1ccc(Oc2nc3ccccc3nc2C(F)(F)F)cc1
    -22	i	1
> COC(C[C@@H]1O[C@H]1[C@H](O)[C@@H](C)OCc1ccccc1)OC
    -7	i	8
> CCOC(=O)Nc1ccc2nc(N3CCCCCC3)sc2c1
    11	i	-1
> O=C/C(=C\Nc1ccc(Br)cc1)c1nc2ccccc2o1
    -26	i	25
> Cc1ccc(S(=O)(=O)Oc2ccccc2/C=C2/SC(=O)NC2=O)cc1
    -18	i	38*
> O=C(CSc1nc2cc(Cl)ccc2o1)NC1CC1
    -4	x	2
> CCn1cc(Cl)c(C(=O)Nc2nc3ccccc3n2CCN2CCCCC2)n1
    -37	9.6*	16
> CC(NC(=O)C(C)N1CCN(Cc2ccccc2)CC1)c1ccc(F)cc1 (centres undefined)
    -25	i	29
> Cc1ccc(-n2ncc3c(NCc4cccnc4)ncnc32)c(C)c1
    -7	i	12
> CCn1c(SCC(=O)NC2CCCCC2)nnc1C(CO)NC(=O)c1ccccc1 (centres undefined)
    -12	i	12
> CC(=O)c1c(C(=O)O)c2ccccc2[nH]c1=O
    -15	i	6
> COc1ccc(N2CC(C(=O)OCC(=O)Nc3cccc(C)c3C)CC2=O)cc1 (centres undefined)
    1	i	11
> CCCCN(C(=O)C(C)N1C(=O)c2ccccc2C1=O)c1c(N)n(CC(C)C)c(=O)[nH]c1=O (centres undefined)
    -3	x	1

# Looked up one by one from above (2):
# Results follow in this order: OX1R antag-1	CHT allo act	OX1R antag-2
> CC(NC(=O)C(C)N1CCN(Cc2ccccc2)CC1)c1ccc(F)cc1 (centres undefined)
    -25	i	29
> COC(C[C@@H]1O[C@H]1[C@H](O)[C@@H](C)OCc1ccccc1)OC
    -7	i	8
